# CaV13 FRET inh: Primary screen for inhibitors of IQ motif and Ca2+-dependent inactivation inhibitor domain binding in CACNA1D, Förster resonance energy transfer in living cells, …; inhibition, % at 12.3 µM; HEK cells, CFP/YFP FRET ICDI-IQ, plate reader, 10 min; percent FRET-ratio fall versus neutral wells; 340,000 tested, 0.098% active;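 active = mean replicate inhibition of at least 30% and at least 1% of replicates passing that level; inconclusive = only one of the two criteria is met; inactive = neither criterion is met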;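 note: 0% = median of the neutral control wells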
# HIF-2a block: HIF-2a reporter inhibitors, primary screen, luminescence, 786-0 RCC cells; 786-0 RCC cells HIF-2a reporter, luciferase luminescence, overnight; 360,000 tested, 0.72% active; inhibition, % at 18.8 µM;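 active = inhibition of the luminescence signal of 40% or more relative to plate controls, in a single-dose primary screen at 18.75 µM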
# KKLEB cytotox: cytotoxicity in KKLEB CF airway cells, primary screen, cytotoxicity control for CF NF-kB inhibitor project, cell-based, uHTS, fluorescence assay plates | 360,000 tested, 0.36% active | activity change (cytotoxicity), % at 5 µM | KKLEB CF airway cells viability, ATPlite luminescence, overnight; stronger effect = lower value; cells stimulated with P. aeruginosa culture filtrate;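 active = corrected activity change at or below -50% at 5 µM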
# PDI turbidity: inhibitors of human PDI, primary screen, biochemical, turbidity, single point, plate reader. Protein disulfide-isomerase (Homo sapiens), P07237. inhibition, % at 10 µM. 350,000 tested, 0.052% active. PDI insulin aggregation turbidity, A650, 90 min. AID 588391, 2011;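 active = mean inhibition across replicates of 30% or more, whatever share of single replicates reach that level; inconclusive = mean inhibition below 30% while every single replicate reaches 30%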;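 note: absorbance from insulin aggregation driven by PDI reduction with DTT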
# Target sequence (P07237 whole entry, looked up): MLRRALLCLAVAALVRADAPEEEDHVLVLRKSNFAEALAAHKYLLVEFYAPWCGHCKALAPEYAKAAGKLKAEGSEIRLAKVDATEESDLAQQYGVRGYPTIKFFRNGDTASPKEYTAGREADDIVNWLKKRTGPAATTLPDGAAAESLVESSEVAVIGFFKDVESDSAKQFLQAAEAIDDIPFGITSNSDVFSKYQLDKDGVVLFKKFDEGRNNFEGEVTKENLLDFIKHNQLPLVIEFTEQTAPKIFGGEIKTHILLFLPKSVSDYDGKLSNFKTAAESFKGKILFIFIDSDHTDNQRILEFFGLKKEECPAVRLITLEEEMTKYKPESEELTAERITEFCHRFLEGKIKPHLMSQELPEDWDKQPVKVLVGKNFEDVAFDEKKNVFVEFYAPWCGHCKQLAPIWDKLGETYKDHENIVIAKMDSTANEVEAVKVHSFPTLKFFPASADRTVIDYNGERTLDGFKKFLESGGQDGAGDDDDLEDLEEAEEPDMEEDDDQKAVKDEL
# Shn3 inh set2: reduction of Shn3 3'UTR firefly luciferase signal, primary screen, Schnurri-3 inhibitor project, cell-based, Clone20 osteoblasts, set 2. Clone20 osteoblast Shn3 3'UTR firefly luciferase, 24 h. AID 588674, 2011. inhibition, % at 12.5 µM. 360,000 tested, 0.52% active;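 active = mean inhibition of at least 75% with every replicate also reaching 75%; inconclusive = mean inhibition at least 75% but some replicate below; inactive = mean inhibition below 75%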;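 note: 0% = median of neutral control wells and 100% = pilot-screen positive control compound; some compounds past the cut are filed as inactive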
# CF NFkB inh: inhibitors of PAF-induced NF-kB signaling, primary screen, cell-based, GFP fluorescence, uHTS; KKLEB NF-kB-GFP reporter, GFP fluorescence overnight; 360,000 tested, 0.86% active; inhibition, % at 5 µM;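 active = at least 50% inhibition at 5 µM, scaled per plate between neutral and stimulator controls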;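 note: PAF is a Pseudomonas aeruginosa culture filtrate used as stimulus; plate controls were PAF-stimulated DMSO wells for no effect and unstimulated DMSO wells for full effect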
# Peg3 promoter: Peg3 promoter-driven luciferase inhibitors, primary screen, cell-based, HeLa, luciferase luminescence; HeLa PEG-Prom luciferase reporter, overnight; inhibition, % at 20 µM; 360,000 tested, 1.7% active;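 active = inhibition of at least 50% at 20 µM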
# TRPM1 prom inh: inhibitors of MITF-dependent TRPM1 promoter reporter, primary screen, cell-based, SK-MEL-5, single point, luciferase; SK-MEL-5 TRPM1 promoter luciferase, 24 h; inhibition, % at 12.5 µM; 330,000 tested, 0.83% active;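 active = mean inhibition across replicates of 60% or more, whatever share of single replicates reaches that level; inconclusive = some that reach 60%, reason not given; inactive = mean inhibition across replicates below 60%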; note: values of inactives mirror those of a sister screen read the other way
# Vif inh: HIV Vif self-association inhibitors, primary screen, imaging, HEK293T, single point; HEK293T cells, Vif self-association by quenched fluorescence, 24 h; AID 602346, 2012; 340,000 tested, 0.35% active; inhibition, % at 7.49 µM; in the data active = inhibition above about 50%, passing the limit was not always enough; inconclusive = no clear call, values can overlap the other calls; inactive = below about 31%; note: some results filed as inactive read as strong as hits
# NR2E3 ag-1: inhibitors of NR2E3-RetCOR corepressor binding, primary screen, NR2E3 agonist project, biochemical, TR-FRET, GST-NR2E3, biotin-RetCOR; Photoreceptor-specific nuclear receptor (Homo sapiens), Q9Y5X4; 1536-well; inhibition of corepressor binding, % at 4.78 µM; 320,000 tested, 0.12% active; AID 2300, 2010;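 active = percent inhibition above the cutoff of mean plus 3 SD of all tested compounds, set per screening campaign, cut at about 20% in these data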;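 note: 0% = DMSO wells and 100% = biotin wells as full block of FRET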
# Target sequence (Q9Y5X4 whole entry, looked up): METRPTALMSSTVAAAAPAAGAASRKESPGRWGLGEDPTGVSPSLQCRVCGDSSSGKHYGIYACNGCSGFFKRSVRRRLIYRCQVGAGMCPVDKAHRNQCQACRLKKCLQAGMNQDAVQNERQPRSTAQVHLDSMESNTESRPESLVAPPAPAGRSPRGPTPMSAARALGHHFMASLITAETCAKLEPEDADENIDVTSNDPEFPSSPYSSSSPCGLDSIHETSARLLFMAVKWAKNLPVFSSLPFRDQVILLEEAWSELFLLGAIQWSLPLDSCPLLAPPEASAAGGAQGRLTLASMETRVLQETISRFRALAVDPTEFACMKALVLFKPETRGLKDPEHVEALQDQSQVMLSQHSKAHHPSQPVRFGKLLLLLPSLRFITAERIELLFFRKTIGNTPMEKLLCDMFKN
#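 System: GST-NR2E3 and biotin-RetCOR proteins; probe or stimulus: 7 nM biotin-RetCOR; doses: compound at 4.8 µM, single dose; schedule: Compound–protein incubation for 5 h at 4 °C; detection: time-resolved FRET; read-out: percent inhibition; controls: biotin wells as high control, 0.6% DMSO wells as low control; format: 1536-well plates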
# NR2E3 ag-2: NR2E3 agonists in two-hybrid cells, primary screen, cell-based, luminescence, CHO-S, Gal4-NCOR/VP16-NR2E3. luciferase. inhibition of corepressor binding, % at 3.98 µM. 360,000 tested, 0.35% active. AID 602229, 2012;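 active = inhibition above the mean of all tested compounds plus 3 SD, cut at about 70% in these data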;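 note: 0% = DMSO with NR2E3 transfected cells and 100% = cells lacking NR2E3 construct; higher means lower luciferase signal from less NR2E3 corepressor binding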
# Starred values were filed as active, the others as inactive; ? = inconclusive; . = no result given.
SMILES,CaV13 FRET inh,HIF-2a block,KKLEB cytotox,PDI turbidity,Shn3 inh set2,CF NFkB inh,Peg3 promoter,TRPM1 prom inh,Vif inh,NR2E3 ag-1,NR2E3 ag-2
CC[C@]1(C(=O)OC)[C@H]2C(=O)N(C)C(=O)[C@H]2[C@H]2CN=C(SC)N21,-9,1,11,1,-6,12,18,1,.,.,-2
CC(C)C(=O)NNC(=O)CC(=O)Nc1ccccc1C(=O)O,0,11,13,-2,14,1,-5,-3,16,1,-20
CC1CCN(CCCNC(=O)c2ccc(CSCc3cccc(Cl)c3)o2)CC1,-4,-48,-3,4,-10,11,2,6,16,3,-5
CNC(=O)c1c(NC(=O)CCS(=O)(=O)c2ccc(C)cc2)sc(C)c1C,-2,21,-16,-28,3,3,4,8,1,-4,-38
O=C(NCC(c1ccco1)N1CCc2ccccc2C1)c1ccc([N+](=O)[O-])cc1 (stereo unspecified),-6,18,-3,8,-5,5,-29,-3,0,0,-4
COc1ccc(OC)c(NC(=O)C2CC(/C=C/c3ccccc3)=NO2)c1 (stereo unspecified),-14,7,-9,-6,-2,-2,24,-2,10,4,-28
O/N=C(\c1ccc(Cl)cc1)c1ncc(C(F)(F)F)cc1Cl,-5,0,-1,3,3,-16,9,-5,-2,3,9
CSc1nnc(-c2ccccc2)o1,-5,-4,9,9,-10,-15,-22,-28,1,2,-17
OC[C@@H]1CN(Cc2cccc(C(F)(F)F)c2)C[C@H](n2cnc3c(NCc4ccncc4)ncnc32)O1,-25,12,12,8,-4,-13,7,.,8,.,15
O=C(NCc1cccnc1)c1ccc(-c2cccc(Cl)c2Cl)o1,-5,-49,0,-9,-20,22,-49,10,23,6,-17
COCCNC(=O)C1(C)CCCN(C(=O)c2cc(OC)c(OC)c(OC)c2)C1 (stereo unspecified),-6,10,4,14,1,10,6,.,1,.,-17
Cc1cc(NS(=O)(=O)c2ccccc2)ccc1NS(=O)(=O)c1ccccc1,-6,4,-10,-2,13,33,7,11,-3,.,-25
CN(C)c1ccc(NC2=C(Cl)C(=O)c3ccccc3C2=O)cc1,19,96*,-82*,-9,98*,80*,100*,102*,2,-12,-78
CC(=O)N1c2ccc(S(=O)(=O)NCCC(=O)NCCc3ccc(Cl)cc3)cc2CC1C (stereo unspecified),-15,11,3,-4,16,6,11,9,-1,0,19
Cc1ccc(OCC(=O)N/N=C/c2cccnc2)cc1C,-2,1,9,19,9,0,-9,-11,17,-3,-4
S=C(Nc1cccc(Br)c1)N1CCn2cccc2C1c1cccnc1 (stereo unspecified),-7,7,4,-2,-3,11,15,14,0,3,9
Cn1c(=O)c2c(nc(NCCCO)n2Cc2cccc(C(F)(F)F)c2)n(C)c1=O,.,15,-3,-6,60,11,-2,0,-36,0,-18
Cc1cccc(/C=N/NC(=O)c2cccc(NC(=O)c3ccccc3)c2)n1,-3,-27,8,2,-12,-24,-4,7,-12,1,-45
CN(CCCN1CCOCC1)C(=O)c1cc(COc2c(F)cccc2F)on1,-6,2,-3,1,10,32,4,-6,-12,1,4
Cc1ccc(Cn2cccc2C2=NC(C)CO2)cc1 (stereo unspecified),-5,-21,0,3,-2,-3,-30,1,11,2,-16
CCn1c(SCC(N)=O)nnc1-c1ccc2[nH]c(C)c(C)c2c1,-5,20,8,2,11,2,18,12,21,6,-6
COc1ccc(C(CC(=O)Nc2ccc(C)cn2)N2Cc3ccccc3C2=O)cc1 (stereo unspecified),-4,10,-3,-7,-18,-8,0,11,-6,-2,-38
Cc1ccc(NC(=O)c2ccc(S(=O)(=O)N3CCCCC3)cc2)nc1,-5,-74,-2,7,11,-14,-62,-9,-3,1,-14
CC(=O)c1cccc(NC(=O)c2ccc(N(Cc3ccccc3)S(C)(=O)=O)cc2)c1,-9,18,-10,1,66,-26,25,4,12,3,22
COc1cccc(N(C(=O)CNC(=O)c2ccco2)C(C(=O)NC2CCCC2)c2ccncc2)c1 (stereo unspecified),.,17,2,1,-3,-26,9,-2,.,3,-10
FC(F)(F)c1ccccc1Cc1c(C2CCCCC2)nc2c3ccccc3ccn12,-6,5,-18,.,-5,7,12,.,.,.,-3
C#CCN(C[C@@H]1[C@@H](OC(=O)NCc2ccccc2F)[C@@H](OC(=O)NCc2ccccc2F)CN(C(=O)OC(C)C)N1C(=O)OC(C)C)S(=O)(=O)c1ccc(C)cc1,-3,-7,6,-4,22,32,3,.,-4,.,-18
Cc1cccc(N(C)C(=O)c2cc3cc4ccc(C)cc4nc3o2)c1,-5,-291,-5,-1,-54,-16,-204,-42,.,.,-63
Cc1ccc(-c2noc(CN(C(=O)C34CC5CC(CC(C5)C3)C4)C(C)C)n2)cc1,-4,19,-5,3,7,0,9,6,0,6,11
CCc1nnc(SCC(=O)Nc2ccccc2)nc1CC,.,-3,11,4,1,-4,0,7,-4,0,-2
O=C(Nc1nnc(SCC(=O)N2CCCCC2)s1)c1cccs1,.,-23,-6,2,-12,1,-21,-6,10,0,-73
COc1ccc(N2CCN(C(=O)CCCCCn3c(=S)[nH]c4ccc(N5CCOCC5)cc4c3=O)CC2)cc1,-5,-10,-5,4,60,-11,49,.,-16,.,-25
C[C@@H]1C(c2ccc(F)cc2)=NN(c2ccc(Br)cc2)[C@H]1C(=O)N1CCOC1=O,-6,-2,1,6,-12,-4,0,0,29,.,-58
COc1cccc(/C=C/C(=O)N2CCN(c3ccccn3)CC2)c1,-2,-58,11,8,1,3,-37,-7,5,3,-14
COC(=O)c1nnn(CC(=O)Nc2cccc(Cl)c2C)c1C(=O)OC,-4,-1,7,0,-3,-2,7,-4,1,-2,-24
CCC(C(=O)c1ccc2ncccc2c1)c1ccccc1 (stereo unspecified),5,-10,12,-6,22,-12,10,2,-2,4,-2
CSc1ccc(Cl)c(C(=O)OCC(=O)N2CCNC2=O)c1,-2,-9,0,2,-2,16,8,1,?,3,6
C=CCn1c(COc2cccc(C)c2)nnc1SCC(=O)c1c(N)n(C)c(=O)n(C)c1=O,-4,10,2,-4,-1,4,22,9,-4,.,-13
O=C(NCCc1ccncc1)Nc1ccccc1,-2,18,-2,-8,10,-2,4,-1,-7,-1,16
Nc1nc(CN2CCN(Cc3ccccc3)CC2)nc(Nc2ccccc2)n1,-6,8,-3,-2,11,-5,23,12,?,1,12
CCCNCc1cc(OC)c(OCc2ccccc2)cc1Br,-7,-54,4,6,-7,1,-47,-11,1,4,4
CC(C)c1cccc(-c2csc(C(O)c3ccc(F)cc3)n2)c1 (stereo unspecified),-8,-42,-16,-4,-2,24,-39,.,-7,.,-16
Cc1nn(Cc2ccccc2Cl)c(Cl)c1/C=C/C(=O)OCC(=O)NC(N)=O,-3,12,6,-1,6,-2,12,6,.,1,-9
O=C(c1ccccc1)N1CC(COc2ccccc2)OC(c2cccnc2)O1 (stereo unspecified),.,-44,1,-2,-3,0,-35,-4,10,-1,-36
O=C(Nc1nc(-c2cccs2)c(C(=O)C(F)(F)F)s1)c1ccccc1,-6,-118,-2,8,10,43,-18,4,.,12,17
O=C(NCc1ccccn1)Nc1ccc(Br)cc1,-11,-94,-8,-2,-9,6,-29,-21,-12,3,-29
COc1ccc(Br)cc1Cn1nnc(C(=O)Nc2ccc3c(c2)OCCO3)c1N,-16,-25,-24,-3,24,30,15,3,-8,1,56
O=C(CNC(=O)c1cccs1)N/N=C/c1c[nH]c2ccccc12,2,3,3,0,1,-11,3,-3,7,-1,2
COc1ccccc1-c1c(C)c(C)nc(N)c1C#N,-5,9,-8,-4,27,8,11,2,24,-1,-2
CC(=O)Oc1c2occc2cc2ccc(=O)oc12,.,21,-6,3,-5,5,-6,4,-3,-6,24
C=CCSC1=NN2CCS(=O)(=O)N=C2S1,-5,13,3,4,6,-5,11,0,0,5,-27
O=S(=O)(c1ccccc1)N1CCN(Cc2nnc(-c3ccccc3)o2)CC1,-8,-1,-16,-2,5,-5,-4,.,.,.,-1
Cc1oc(-c2ccccc2F)nc1CS(=O)(=O)CC(=O)NCCCN1CCN(C)CC1,-7,7,-3,0,3,-39,13,9,8,3,-21
COCCN(CC(=O)Nc1cccc(C)c1C)C(=O)Cc1cccs1,-3,15,-11,2,-13,19,11,1,17,0,-23
CCNC(=O)C1(C)CCN(C(=O)c2cccnc2SC)C1 (stereo unspecified),-4,1,12,-8,13,-28,-6,.,-3,.,21
C=CCO/N=C(/C)c1c(O)c(CC)c(-c2ccccc2)n(-c2ccccc2)c1=O,.,6,6,-7,.,26,18,4,.,-1,12
CCC(C(=O)NC1CCCC1)N(C(=O)c1snc(C(N)=O)c1N)c1ccc(C)cc1C (stereo unspecified),-4,17,3,-3,28,11,22,3,6,1,8
CC1(c2ccccc2)NC(=S)N2C1NC(=S)N2c1ccccc1 (stereo unspecified),-4,-60,-2,-3,-17,14,-8,-2,3,-1,-11
Cc1[nH]nc(Nc2ccccc2)c1[N+](=O)[O-],-5,-133,4,-9,-3,-20,-91,-21,-21,4,-21
CNC(=O)CN(c1ccc(Oc2ccccc2)cc1)S(=O)(=O)c1ccc(C)cc1,-3,16,1,-3,8,-5,1,-3,8,1,-19
CC(C)[C@H](NC(=O)N1c2ccccc2NC(=O)[C@@H]1C(C)C)C(=O)N[C@H](C(=O)O)c1ccccc1,.,1,9,.,-17,0,-5,0,-6,7,-21
COC(=O)CSc1nc2sc(C)c(C)c2c(=O)n1C,-3,8,7,-7,-11,13,8,0,0,0,-1
CCOC(=O)c1cc(NC(=O)COc2ccc([N+](=O)[O-])cc2)cc(C(=O)OCC)c1,-4,17,3,-12,-7,-6,19,17,4,-4,8

# Screening results (PubChem)
